Source: PubChem BioAssay (Sanford-Burnham Center for Chemical Genomics)
A3G deaminase = blocks human APOBEC3G single-stranded DNA deamination; recombinant A3G, ssDNA deamination FAM/TAMRA fluorescence; inhibition, % at 20 µM; hit rate 0.28% among 330,000; AID 493012; Q9HC16;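 active = inhibition of at least 40% at 20 µM, with no more than 30% in the related APOBEC3A deaminase screen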;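 note: plate controls were DMSO wells with A3G for no effect and wells lacking A3G enzyme for full effect; some compounds called inactive have numbers as strong as hits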
Target sequence (Q9HC16 whole entry, looked up): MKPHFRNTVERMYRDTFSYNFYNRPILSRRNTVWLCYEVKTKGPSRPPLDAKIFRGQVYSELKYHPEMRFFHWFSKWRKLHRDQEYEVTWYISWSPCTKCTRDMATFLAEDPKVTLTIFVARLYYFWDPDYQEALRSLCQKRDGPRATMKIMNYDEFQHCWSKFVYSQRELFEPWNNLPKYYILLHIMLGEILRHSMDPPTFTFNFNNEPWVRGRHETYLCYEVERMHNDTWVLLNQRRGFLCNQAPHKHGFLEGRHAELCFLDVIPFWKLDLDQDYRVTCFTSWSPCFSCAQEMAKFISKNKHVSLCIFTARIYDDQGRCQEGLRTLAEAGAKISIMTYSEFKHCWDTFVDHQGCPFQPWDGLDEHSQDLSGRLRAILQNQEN
hIAP inh = human IAP inhibition. hit rate 0.12% among 330,000. purified IAP, CDP-Star luminescence, 30 min. inhibition, % at 10 µM;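 active = inhibition reaching a set limit with compound at 10 µM in the primary screen, cut at about 35% in these data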;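 note: plate controls were DMSO wells with enzyme for no effect and no-enzyme buffer wells for full effect; values of inactives mirror those of a sister screen read the other way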
Target sequence (P09923 whole entry, looked up): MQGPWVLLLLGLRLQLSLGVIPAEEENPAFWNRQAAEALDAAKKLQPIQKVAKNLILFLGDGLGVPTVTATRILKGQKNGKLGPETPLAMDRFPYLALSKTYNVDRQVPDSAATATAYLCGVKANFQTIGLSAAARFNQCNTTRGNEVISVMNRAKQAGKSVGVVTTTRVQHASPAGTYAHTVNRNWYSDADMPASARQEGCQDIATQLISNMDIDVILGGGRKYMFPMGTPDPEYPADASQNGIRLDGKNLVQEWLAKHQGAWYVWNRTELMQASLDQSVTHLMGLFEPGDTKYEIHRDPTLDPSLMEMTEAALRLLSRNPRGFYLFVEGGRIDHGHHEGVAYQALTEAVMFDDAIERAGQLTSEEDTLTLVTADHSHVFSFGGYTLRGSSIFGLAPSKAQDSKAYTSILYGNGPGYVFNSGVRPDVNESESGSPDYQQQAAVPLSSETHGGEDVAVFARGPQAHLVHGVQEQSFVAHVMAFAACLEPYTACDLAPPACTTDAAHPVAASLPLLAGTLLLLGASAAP
TIM10 inh = inhibits growth of TIM10 yeast strain; S. cerevisiae TIM10 strain growth, BacTiter-Glo luminescence, 24 h; inhibition, % at 10 µM; hit rate 1.4% among 330,000;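 active = inhibition of 40% or more at the single tested concentration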;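 note: wild-type TIM10 isogenic control strain grown at permissive 25 °C; 0% = DMSO yeast wells and 100% = minimal medium wells without yeast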
A3A deaminase = human APOBEC3A DNA deaminase inhibition | inhibition, % at 20 µM | P31941 | recombinant A3A, FAM/TAMRA ssDNA deamination fluorescence | hit rate 0.41% among 330,000;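 active = at least 40% inhibition at 20 µM here, with at most 30% in a related deaminase screen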;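 note: plate controls were A3A with DMSO for no effect and wells lacking A3A enzyme for full effect; some results filed as inactive read as strong as hits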
beta cell repl = induces beta-cell replication in MIN6 cells. MIN6 cells proliferation, ATPlite luminescence, 48 h; cells starved in 0.2% serum; 100% = growth in 10% serum. proliferation, % at 10 µM. hit rate 0.29% among 330,000. AID 2380;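 active = compounds whose signal lies at least 3.5 SD above the mean of all wells on their plate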;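 note: 0% = DMSO-treated cells in low-serum medium and 100% = 10% serum control; some compounds called inactive have numbers as strong as hits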
mIAP activ = increases mouse intestinal alkaline phosphatase activity | activation factor at 10 µM | muIAP, CDP-Star luminescence, 30 min; active compounds read high; 1 = vehicle-only enzyme signal, 0 = enzyme-free wells | hit rate 0.24% among 330,000 | AID 2805;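 active = activation factor of at least 2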; note: the source names both 10 and 20 µM as test concentration; values of inactives mirror those of a sister screen read the other way
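System: Mouse IAP enzyme | Also added: CDP-Star substrate | Dosing: Compounds dispensed in DMSO | Schedule: 30 min enzyme-substrate-compound incubation at room temperature | Technique: Chemiluminescence readout | Control set: DMSO-only wells and no-enzyme negative control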
mIAP block = mouse IAP inhibition | purified mouse IAP, CDP-Star luminescence, 30 min | AID 2806 | hit rate 0.2% among 330,000 | inhibition, % at 10 µM;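 active = inhibition of at least 40% at 10 µM in the primary screen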;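 note: plate controls were DMSO with enzyme for no effect and no enzyme wells for full effect; values of inactives mirror those of a sister screen read the other way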
NLRP3 yeast inh = blocks the NALP3 inflammasome reconstituted in yeast; Yeast reconstituted NLRP3/ASC/caspase-1, beta-gal luminescence, 24 h; inhibition, % at 10 µM; hit rate 0.39% among 330,000; AID 2825;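 active = inhibition of 50% or more; inactive = inhibition below 50%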;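 note: plate controls were induced DMSO wells for no effect and uninduced yeast grown without galactose for full effect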
tim10-1 inh = growth inhibitors of tim10-1 mutant yeast. S. cerevisiae tim10-1 ts strain growth, BacTiter-Glo, 24 h. inhibition, % at 20 µM. hit rate 2.2% among 330,000. AID 463190;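 active = inhibition of at least 40%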;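 note: mutant grown at 25 °C; 0% = DMSO wells with yeast and 100% = wells holding no yeast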
Numbers without * were called inactive; & = joins results of further samples.

Start of the listing, in advance (6 entries):
SMILES | A3G deaminase | hIAP inh | TIM10 inh | A3A deaminase | beta cell repl | mIAP activ | mIAP block | NLRP3 yeast inh | tim10-1 inh
O=C(CSCc1ccc([N+](=O)[O-])cc1)NC1CC2CCC1C2 (stereo not given) | -3 | 17 | 13 | -1 | -2 | 0.92 | 8 | 13 | 13
Cc1ccc(-n2c3nc(=O)[nH]c(=O)c-3cc3cc([N+](=O)[O-])ccc32)cc1 | 1 | 9 | -6 | 3 | -6 | 0.92 | 8 | -6 | 2
CCOc1cc(C(=O)Nc2c3c(nn2C(C)(C)C)CS(=O)C3)cc(OCC)c1OCC (stereo not given) | -4 | -12 | -26 | -2 | 2 | 0.96 | 4 | 2 | 13
O=C(O)CSc1cccc2cccnc12 | -5&-2 | -5&-9 | -3&-12 | -1&0 | 0&3 | 1.1&0.99 | -10&1 | -6&20 | 2&2
CCOC(=O)/C(=C/c1ccccc1)NC(=O)c1ccco1 | -4 | 7 | 12 | 2 | 0 | 0.99 | 1 | 21 | 18
COc1cc(C2NC(=O)NC(C)=C2C(=O)OCc2ccccc2)ccc1O (stereo not given) | -1 | -2 | 13 | 3 | 3 | 0.97 | 3 | 0 | 13

This part in full, from the first entry:
SMILES | A3G deaminase | hIAP inh | TIM10 inh | A3A deaminase | beta cell repl | mIAP activ | mIAP block | NLRP3 yeast inh | tim10-1 inh
O=C(CSCc1ccc([N+](=O)[O-])cc1)NC1CC2CCC1C2 (stereo not given) | -3 | 17 | 13 | -1 | -2 | 0.92 | 8 | 13 | 13
Cc1ccc(-n2c3nc(=O)[nH]c(=O)c-3cc3cc([N+](=O)[O-])ccc32)cc1 | 1 | 9 | -6 | 3 | -6 | 0.92 | 8 | -6 | 2
CCOc1cc(C(=O)Nc2c3c(nn2C(C)(C)C)CS(=O)C3)cc(OCC)c1OCC (stereo not given) | -4 | -12 | -26 | -2 | 2 | 0.96 | 4 | 2 | 13
O=C(O)CSc1cccc2cccnc12 | -5&-2 | -5&-9 | -3&-12 | -1&0 | 0&3 | 1.1&0.99 | -10&1 | -6&20 | 2&2
CCOC(=O)/C(=C/c1ccccc1)NC(=O)c1ccco1 | -4 | 7 | 12 | 2 | 0 | 0.99 | 1 | 21 | 18
COc1cc(C2NC(=O)NC(C)=C2C(=O)OCc2ccccc2)ccc1O (stereo not given) | -1 | -2 | 13 | 3 | 3 | 0.97 | 3 | 0 | 13
CCOC(=O)c1ccc[n+](CC(=O)Nc2cc(C(F)(F)F)ccc2Cl)c1 | 14 | 5 | -4 | 37 | -2 | 0.96 | 4 | 1 | -10
CC(=O)c1c(N2CCCC2)nc(=S)n(-c2ccccc2)c1C | 0 | 3 | -11 | -2 | -1 | 1 | 0 | 20 | -5
Cc1cc(C)nc(Nc2ccc(F)cc2)n1 | -4 | 11 | 8 | 1 | 0 | 1 | 0 | 6 | 15
COc1cc2c(c(OC)c1)C(c1ccncc1)CC(=O)N2 (stereo not given) | -3 | 12 | 4 | -4 | -1 | 1.1 | -8 | 12 | 8
CC(C)(C)OC(=O)NCCc1nnc(S(=O)(=O)Cc2ccc(Cl)cc2Cl)o1 | -3 | 5 | 29 | -1 | -4 | 0.98 | 2 | 3 | 27
CNC(=O)c1ccsc1NC(=O)CCS(=O)(=O)c1ccc(Cl)cc1 | -11 | -8 | 3 | -4 | -3 | 1 | 0 | 16 | 19
N#Cc1c(-c2ccccc2)nc(-c2ccncc2)[nH]c1=O | -5 | -24 | 7 | -1 | -1 | 0.97 | 3 | 4 | 3
Cc1c(C=O)c2ccccc2n1CC(=O)NCc1ccc2c(c1)OCO2 | -4 | 4 | 4 | 0 | -2 | 1 | -1 | 18 | 9
COc1cccc(C(=O)Nc2c(F)c(F)c(F)c(F)c2F)c1 | -4 | 2 | 3 | -6 | -4 | 1 | -3 | -16 | 29
CC1CC1C(=O)Nc1ccc(-c2ccccc2)cc1 (stereo not given) | -6 | 0 | 43* | -3 | 0 | 0.98 | 2 | 51* | 35
Cc1cccc(OCc2nc3ccccc3n2C)c1 | -6 | 15 | -2 | 3 | -2 | 1.1 | -5 | 54* | 0
COC(=O)c1ccc(Oc2nc(SC)nc(N(C)C)n2)cc1 | -3 | -1 | 4 | 1 | -1 | 0.9 | 10 | 22 | -6
N#CCCN1CCN(S(=O)(=O)c2ccc(S(=O)(=O)N3CCCCCC3)cc2)CC1 | -15 | -12 | 4 | -3 | 2 | 1 | -4 | 9 | 25
O=C(CCc1nc2ccccc2c(=O)[nH]1)Nc1cc(C(F)(F)F)ccc1N1CCCC1 | -5 | -6 | -16 | -2 | 0 | 1.1 | -5 | 3 | -8
COc1ccc(N2CC(C(=O)N[C@@H](C)C(=O)N3CCCCC3)CC2=O)cc1 (stereo not given in full) | -6 | 13 | -3 | -3 | 1 | 0.98 | 2 | 13 | -6
COc1cccc(CC2(CO)CCN(Cc3ccc4cccc(F)c4n3)CC2)c1 | -4 | -7 | -1 | 1 | 1 | 1.1 | -5 | 11 | 4
Cc1ccc(N(C(=O)C(F)(F)F)C(C(=O)NC2CCCCC2)c2cccs2)cc1C (stereo not given) | 1 | 3 | 8 | 0 | 1 | 0.94 | 6 | 4 | 3
Cc1cc(NC(=O)CSc2ccc3nnc(CCNS(=O)(=O)c4ccccc4)n3n2)no1 | -4 | -7 | 12 | -1 | -1 | 1 | -5 | 5 | 2
COc1ccc(S(=O)(=O)N2CCN(CCO)CC2)cc1-c1nnc2c3ccccc3c(C)nn12 | -4 | 12 | 2 | -4 | 7 | 0.81 | 19 | 2 | 2
COc1ccc(CCNC(=O)c2ccc(Cl)c(S(=O)(=O)N(C)c3ccccc3)c2)cc1 | -8 | -9 | -5 | -3 | -1 | 0.98 | 2 | 21 | 32
Cc1cc(C)nc(N2CCC(C(=O)Nc3nnc(C)s3)CC2)n1 | -2 | 2 | 9 | 0 | -1 | 0.94 | 6 | 11 | 11
O=C(C1CCCN1S(=O)(=O)c1ccc(Br)cc1)N1CCOCC1 (stereo not given) | -8 | -11 | 5 | -3 | -1 | 0.9 | 10 | -5 | 11
Cc1nn(-c2ccccc2)c(NC(=O)C(C)C)c(-c2ccccc2)c1=O | -2 | 3 | 12 | 1 | 3 | 1 | 0 | -3 | -1
COc1cc(-c2noc(CCCC(=O)Nc3cccnc3)n2)cc(OC)c1OC | 6 | -26 | -1 | 2 | -3 | 0.92 | 8 | 8 | -8
COc1ccc(-c2cc3c(=O)n(CC(=O)N4CCCCC4)ncn3n2)cc1 | -10 | -28 | -1 | -4 | -5 | 1 | 0 | 11 | 2
CC1C(=O)N2CCCc3cc(S(=O)(=O)N(C)CCC#N)cc1c32 (stereo not given) | -1 | -32 | 6 | -2 | -2 | 0.95 | 5 | 18 | 2
COc1ccc(/[N+]([O-])=C/c2ccoc2)cc1 | 2 | 11 | -2 | 5 | -4 | 1 | -2 | 21 | 1
Cc1cc(C=C2C(=O)CCCC2=O)c(C)n1-c1ccccc1 | 2 | 11 | 4 | 6 | 0 | 0.98 | 2 | 14 | 15
Cc1ccc(C(=O)COC(=O)CNC(=O)c2ccc(Br)o2)cc1[N+](=O)[O-] | -1 | 3 | -8 | 2 | -2 | 1 | -2 | -6 | -15
COc1ccc(Nc2ccc(S(=O)(=O)N3CCCCC3)cc2[N+](=O)[O-])cc1Cl | -4 | 14 | 22 | 2 | -2 | 0.91 | 9 | 3 | 17
Cc1ccccc1NC(=O)C1C2C=CC(C3CC23)C1C(=O)O (stereo not given) | 0 | -3 | -6 | 2 | 2 | 1.1 | -9 | 11 | 18
CC(=O)O[C@@]1(C)C[C@@H](O)[C@]2(O)C=CO[C@@H](O[C@@H]3O[C@H](CO)[C@@H](O)[C@H](O)[C@H]3O)[C@@H]21 | 2 | 5 | 10 | 2 | -2 | 1 | -1 | 17 | -1
O=C(Nc1ccc(S(=O)(=O)Nc2ncccn2)cc1)c1ccc(Br)s1 | -7 | 8 | 1 | -3 | -3 | 0.97 | 3 | 6 | 5
COc1ccc(CN2CCN(CCCc3ccccc3)C(CCO)C2)cc1OC (stereo not given) | -7 | -11 | -2 | -6 | 0 | 1 | 0 | 11 | -19
CCOc1ccc(CCNC(=O)c2ccc(CS(=O)Cc3ccccc3Cl)o2)cc1 (stereo not given) | -4 | 2 | 5 | -2 | -1 | 1.1 | -8 | 27 | 2
CCCCNC(=O)CSc1nc2ccsc2c(=O)n1CCCC(=O)NCCc1ccc(S(N)(=O)=O)cc1 | -6 | -3 | -11 | -2 | 0 | 0.96 | 4 | 3 | 3
COC(=O)C1=CNC=C(C(=O)OC)C1c1ccc(C(=O)OC)cc1 | -4 | -32 | -9 | 3 | -1 | 1.1 | -12 | 0 | 11
CC1Nc2ncnc(N3CCN(c4ccccc4)CC3)c2N(Cc2ccc(Cl)cc2)C1=O (stereo not given) | -3 | 3 | 22 | -3 | -8 | 0.97 | 3 | 20 | 32
COc1cc([N+](=O)[O-])cc2sc(NC(C)=O)nc12 | 7 | 9 | -6 | 1 | 4 | 0.93 | 7 | 11 | 1
O=c1oc2ccccc2c(N2CCCCC2)c1CN1CCCC1 | -6 | 13 | -7 | -1 | 3 | 0.99 | 1 | 4 | -6
CCOC(=O)COc1cccc2c(=O)n(CC(=O)N3CCC(C)CC3)ccc12 | -6 | -2 | -5 | -5 | -2 | 0.92 | 8 | 10 | -1
CC(NC(=O)C1CCCN(S(=O)(=O)c2cccs2)C1)c1ccccc1 (stereo not given) | -9 | 0 | 7 | -2 | -2 | 1 | -2 | 10 | 0
CCN(CC)CCN1C(=O)C(=O)/C(=C(/O)c2ccc(F)cc2)C1c1ccncc1 (stereo not given) | -5 | 10 | 6 | -1 | 0 | 0.98 | 2 | 10 | 7
O=c1cc(C(F)(F)F)[nH]c2ccc(C(F)(F)F)cc12 | -3 | 1 | 17 | -2 | -4 | 0.9 | 10 | 3 | 7
O=C(c1cccc(C(F)(F)F)c1)N1CCN(c2cc(=O)[nH]nc2-c2ccccc2)CC1 | -3 | 6 | 1 | -2 | 2 | 0.96 | 4 | 24 | 13
O=C(OCC(=O)N1CCCCC1)c1ccc(OC(F)(F)F)cc1 | 5 | 12 | 5 | 2 | -4 | 0.92 | 8 | 2 | -14
COCCN(C(=O)Nc1ccccc1)C(C)c1cccnc1 (stereo not given) | -10 | 6 | -11 | -3 | 1 | 0.99 | 1 | 15 | 7
OCC1OC(n2cnc3c(NC4CCCCC4)ncnc32)C(O)C1O (stereo not given) | -3 | 9 | -1 | -1 | 1 | 0.9 | 10 | 13 | -9
CCN(C[C@H]1N[C@@](C)(C(=O)OC)[C@H]2C(=O)N(Cc3ccccc3)C(=O)[C@@H]12)C(=O)Nc1ccccc1 | 3 | -21 | 13 | 1 | 4 | 1.1 | -9 | 3 | -8
COc1cccc(N2CCN(CC(=O)NCc3ccccc3)CC2)c1 | -9 | -6 | -3 | -4 | 0 | 0.95 | 5 | 12 | -3
CCC(=O)Nc1ccc(NC(=O)CSc2nc3c(c(=O)n(C)c(=O)n3C)n2CC)cc1 | -9 | -7 | 0 | -1 | 0 | 0.95 | 5 | 15 | 17
COc1ccc(C(=O)N/N=C/c2cccnc2)cc1 | 5 | 5 | -21 | 0 | -4 | 1 | 0 | 19 | 5

Hits appear at their usual frequency; overall some 4.6% were active at least once.
